MT1-MMP act inh: MT1-MMP (human) activation inhibition; 0.061% of 360,000 active; GFP/RFP ratio change, % at 20 µM; HT1080 RFP-PRO-GFP cells, GFP/RFP ratio fluorescence, overnight; percent of plate control window, DMSO zero; AID 651647; P50281;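 active means GFP/RFP ratio change of at least 30% with cell ATP level not reduced by more than half and red fluorescence within 50% of control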; further: strong numbers were not always called active
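Read-out: GFP/RFP fluorescence ratio; Test system: RFP-PRO-GFP reporter HT1080 cells; Compound dosing: single-point 20 µM compound, 1% DMSO; Times: overnight compound exposure at 37 °C.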
PABP1 MLLE inh: inhibitors of microRNA-mediated deadenylation, human PABP1 MLLE binding | 0.36% of 360,000 active | P11940 | GST-MLLE / FITC-PAM2 fluorescence polarization | inhibition, % at 20 µM; in the data active means inhibition above about 35%, passing the limit was not always enough;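 further: plate controls were DMSO wells with GST-MLLE for no effect and wells lacking GST-MLLE protein for full effect; some results filed as inactive read as strong as hits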
Target sequence (P11940 whole entry, looked up): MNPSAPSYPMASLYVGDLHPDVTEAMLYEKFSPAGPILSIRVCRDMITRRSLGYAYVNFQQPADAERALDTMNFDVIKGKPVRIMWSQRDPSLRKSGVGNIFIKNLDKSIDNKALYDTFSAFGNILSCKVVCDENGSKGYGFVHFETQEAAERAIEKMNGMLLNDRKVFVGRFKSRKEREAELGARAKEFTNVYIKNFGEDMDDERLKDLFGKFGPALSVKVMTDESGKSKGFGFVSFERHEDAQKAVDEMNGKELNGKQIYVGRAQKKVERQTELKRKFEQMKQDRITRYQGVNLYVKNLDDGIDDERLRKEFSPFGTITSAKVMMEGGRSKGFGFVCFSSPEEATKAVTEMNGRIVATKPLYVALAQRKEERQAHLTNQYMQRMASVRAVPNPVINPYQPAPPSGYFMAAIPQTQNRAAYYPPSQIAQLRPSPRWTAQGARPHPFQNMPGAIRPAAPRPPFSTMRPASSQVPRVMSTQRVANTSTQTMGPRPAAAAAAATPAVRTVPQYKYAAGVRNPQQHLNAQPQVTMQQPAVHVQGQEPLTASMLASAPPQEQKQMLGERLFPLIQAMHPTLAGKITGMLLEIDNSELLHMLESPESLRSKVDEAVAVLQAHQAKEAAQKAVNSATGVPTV
Neddylation inh: blocks human cullin neddylation; P61081+Q13564; TR-FRET cullin neddylation, biochemical; calls only at 25 µM; 0.58% of 360,000 active; AID 651699; in the data active means inhibition above about 36%
Rin1 Abl inh: inhibitors of human Rin1-Abl protein interaction; P00519+Q13671; TR-FRET Rin1/Abl binding, biochemical; inhibition, % at 7.35 µM; 0.4% of 360,000 active; AID 588664; in the data active means inhibition above about 5%, passing the limit was not always enough
bovine MsrA act: activates bovine MsrA enzyme. purified bovine MsrA, absorbance read-out. activation, % at 10.6 µM. 0.3% of 360,000 active; in the data active means activation above about 7.5%;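 further: 0% = vehicle and 100% = reference activator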
NRP1-CendR mod: NRP-1/CendR interaction modulation; O14786; FAM-RPARPAR peptide binding to NRP-1, fluorescence polarization; inhibition, % at 25 µM; 0.85% of 360,000 active; AID 602438;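 active means inhibition or corrected inhibition above about 18%, plus a signal ratio from 0.5 to 1.5, limit read from the data, passing the limit was not always enough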; further: strong numbers were not always called active
SKN-1 block: blocks SKN-1 activity in C. elegans | C. elegans VP596 Pgst-4::GFP/RFP ratio, acrylamide-induced, 24 h | inhibition, % at 21.8 µM | 0.49% of 360,000 active | AID 624304;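 active means interference check ratio from 0.5 to 1.5 plus GFP to RFP signal ratio inhibition reaching or exceeding a fixed threshold, cut at about 30% in these data, passing the limit was not always enough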; further: some compounds called inactive have numbers as strong as hits
FAS TE block: FAS thioesterase (human) inhibition. AID 602261. inhibition, % at 15 µM. 0.67% of 360,000 active. recombinant FAS-TE, OMFH fluorogenic substrate, fluorescence endpoint. P49327;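 active means compounds whose normalised, plate-corrected inhibition of enzyme fluorescence in the single-dose primary screen is 50% or more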;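 further: 0% = DMSO with enzyme and 100% = substrate without enzyme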
eLon inh: inhibitors of E. coli Lon protease. purified E. coli Lon protease, fluorescence polarization. inhibition, % at 7.94 µM. 0.42% of 360,000 active; in the data active means inhibition above about 13%, passing the limit was not always enough;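 further: 0% = enzyme with probe and DMSO and 100% = no enzyme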
Numbers without * were called inactive; i = inactive.

SMILES	MT1-MMP act inh	PABP1 MLLE inh	Neddylation inh	Rin1 Abl inh	bovine MsrA act	NRP1-CendR mod	SKN-1 block	FAS TE block	eLon inh
CCN1C(=O)C(CC(=O)Nc2ccccc2Cl)N(NC(=O)c2cccc(F)c2)C1=S (stereo not drawn)	-8	-8	i	1	-1	2	17	1	-11
COc1ccccc1N1CCN(c2cnccn2)CC1	0	14	i	0	-8	-2	-12	-3	4
O=C(Cn1c(CC(=O)N2CCCC2)nc2ccccc21)NCc1ccccc1	-3	-4	i	5	-2	-7	13	-3	-3
CC(C)Sc1nc(N)nc2c1ncn2C1OC(CO)C(O)C1O (stereo not drawn)	0	11	i	2	-1	-2	8	-1	-15
CC(C)n1cc(-c2ccc(Cl)cc2)cc(C#N)c1=O	4	7	i	2	-7	-11	18	21	-12
CCCN(Cc1ccccc1)C(=S)Nc1ccc(OC(F)F)cc1	5	-105	i	-1	-1	-2	3	5	0
CCOc1ccc(C(c2c(O)nc(SC)[nH]c2=O)c2c(O)nc(SC)[nH]c2=O)cc1	-1	18	i	-1	-2	-16	6	-5	2
CC(C)CNC(=O)c1cc(=O)[nH]c2ccc(S(=O)(=O)Nc3ccc(F)cc3)cc12	4	0	i	0	-1	4	5	-1	0
CC1=NN(Cc2ccccc2)C(=O)C1C(c1ccc(Cl)cc1)C(C#N)C#N (stereo not drawn)	9	-11	i	3	-3	-2	-2	-1	-3
Nc1nonc1-n1nnc(C(=O)N/N=C/c2ccc(O)cc2)c1COc1ccc(F)cc1	8	6	i	-5	-3	-2	4	3	-5
O=C(Nc1cccc(Cl)c1)Nc1cnccn1	-8	-7	i	-3	-3	10	15	-3	6
CN1C(=O)c2ccc(C(=O)NCc3ccco3)cc2C1=O	0	18	i	0	-4	13	-9	-4	1
COc1cc(OC)cc(C(=O)NCc2ccc3c(c2)OCO3)c1	-5	12	i	-1	-2	-7	-15	-1	-2
Cc1nc(Cl)c(C#N)c2c1CCCC2	-7	2	i	-1	-4	8	2	0	-16
COC(=O)NC1c2ccccc2Oc2ccccc21	2	-18	i	6	-3	-1	11	1	-8
Cc1[nH]nc2c1C(c1ccc(Cl)cc1)C(C#N)=C(N)O2 (stereo not drawn)	4	-3	i	-4	-3	-18	11	8	7
CC1=C(C(=O)OC(C)C)C(c2cccs2)N2C(=O)CCSC2=N1 (stereo not drawn)	3	15	i	7	-4	7	-2	2	0
COc1ccc(C2/C(=C(/O)c3ccc4c(c3)CC(C)O4)C(=O)C(=O)N2CCCn2ccnc2)cc1 (stereo not drawn)	1	24	i	-1	-3	7	-3	-8	9
CC(C)CC1(C)NC(=O)N(CC(=O)Nc2ccccc2Br)C1=O (stereo not drawn)	2	10	i	1	-4	3	9	-8	-7
CNC(=O)c1[nH]cnc1C(=O)N[C@@H](Cc1ccccc1)C(=O)OCc1ccccc1	7	-2	i	-4	0	-2	-2	2	-19
O=C(CSc1nnc(-c2ccccc2)o1)NC1CCCC1	-1	6	i	-2	1	0	5	-4	-1
CCN1CCN(c2ccc(NC(=O)c3ccc4c(c3)OCCO4)cc2C)CC1	-4	-118	i	1	-3	-6	12	-4	7
CCn1ncc(Br)c1C(=O)Nc1sc2c(c1C(=O)OC)CCC2	0	6	i	-5	0	13	2	3	-5
COc1ccc(-c2nnn(CC(=O)Nc3sc4c(c3C#N)CCCC4)n2)cc1	-2	10	i	1	-5	-11	0	-5	-7
CCOc1ccc(CNC(=O)CCS(=O)(=O)Cc2ccc(C)cc2)cc1OC	0	13	i	2	-13	7	-12	-3	-2

Part of the list above in order of heavy-atom count, highest first:
SMILES	MT1-MMP act inh	PABP1 MLLE inh	Neddylation inh	Rin1 Abl inh	bovine MsrA act	NRP1-CendR mod	SKN-1 block	FAS TE block	eLon inh
COc1ccc(C2/C(=C(/O)c3ccc4c(c3)CC(C)O4)C(=O)C(=O)N2CCCn2ccnc2)cc1 (stereo not drawn)	1	24	i	-1	-3	7	-3	-8	9
Nc1nonc1-n1nnc(C(=O)N/N=C/c2ccc(O)cc2)c1COc1ccc(F)cc1	8	6	i	-5	-3	-2	4	3	-5
CCN1C(=O)C(CC(=O)Nc2ccccc2Cl)N(NC(=O)c2cccc(F)c2)C1=S (stereo not drawn)	-8	-8	i	1	-1	2	17	1	-11
CC(C)CNC(=O)c1cc(=O)[nH]c2ccc(S(=O)(=O)Nc3ccc(F)cc3)cc12	4	0	i	0	-1	4	5	-1	0
O=C(Cn1c(CC(=O)N2CCCC2)nc2ccccc21)NCc1ccccc1	-3	-4	i	5	-2	-7	13	-3	-3
CC1=NN(Cc2ccccc2)C(=O)C1C(c1ccc(Cl)cc1)C(C#N)C#N (stereo not drawn)	9	-11	i	3	-3	-2	-2	-1	-3
CCCN(Cc1ccccc1)C(=S)Nc1ccc(OC(F)F)cc1	5	-105	i	-1	-1	-2	3	5	0
CCn1ncc(Br)c1C(=O)Nc1sc2c(c1C(=O)OC)CCC2	0	6	i	-5	0	13	2	3	-5
O=C(CSc1nnc(-c2ccccc2)o1)NC1CCCC1	-1	6	i	-2	1	0	5	-4	-1
Cc1[nH]nc2c1C(c1ccc(Cl)cc1)C(C#N)=C(N)O2 (stereo not drawn)	4	-3	i	-4	-3	-18	11	8	7
CC(C)n1cc(-c2ccc(Cl)cc2)cc(C#N)c1=O	4	7	i	2	-7	-11	18	21	-12
O=C(Nc1cccc(Cl)c1)Nc1cnccn1	-8	-7	i	-3	-3	10	15	-3	6

Next section
SMILES	MT1-MMP act inh	PABP1 MLLE inh	Neddylation inh	Rin1 Abl inh	bovine MsrA act	NRP1-CendR mod	SKN-1 block	FAS TE block	eLon inh
C/C(=N\NC(=O)c1nnn(-c2nonc2N)c1CN(C)c1ccccc1)c1ccc(O)cc1	-5	1	i	1	-4	-2	8	2	-2
O=C(COc1ccc(S(=O)(=O)Nc2cccc(C(F)(F)F)c2)cc1)N1CCOCC1	3	-2	i	-1	-2	1	-4	4	5
Cc1ccc(Cl)cc1NC(=S)N(CCCN1CCOCC1)Cc1ccccn1	4	-15	i	-4	-3	6	16	-10	-4
CCc1cccc(C)c1NS(=O)(=O)Cc1ccccc1	-2	20	i	1	-3	4	-7	-1	-7
COc1ccc(/C=N/NC(=O)c2cc(-c3cccnc3)nc3ccccc23)c(OC)c1	3	-13	i	-5	3	-4	-2	7	2
CC(NC(=O)COC(=O)c1ccc2c(=O)n3c(nc2c1)CCCCC3)c1ccc(F)cc1 (stereo not drawn)	1	-21	i	1	-2	1	11	1	-12
Cc1nc2ccccc2n1-c1ccccc1	-3	-1	i	-2	-2	-6	5	-2	4
Cc1ccc(S(=O)(=O)NCC(=O)N(CC(=O)NCC2CCCO2)c2ccc(Cl)cc2)cc1 (stereo not drawn)	0	-8	i	1	1	8	24	-1	4
COc1ccc(S(=O)(=O)NC(C(=O)OCC(=O)Nc2ccc(N3CCOCC3)cc2)C(C)C)cc1 (stereo not drawn)	1	-11	i	0	-1	-7	-3	-7	-3
Cc1cccc(N2CCN(CC(=O)NCC3CCCCC3)CC2)c1C	8	-4	i	1	-2	-4	12	12	-1
O=C(CSc1ncccn1)NC1CCCc2ccccc21 (stereo not drawn)	-2	7	i	1	-4	12	-7	-2	-9
N=C1/C(=C/c2cccn2Cc2ccc(Cl)cc2)C(=O)N=C2SC=CN12	-11	1	i	4	-8	-10	3	2	-6
Cc1ccc(-c2nnc(CN3CCN(C)CC3)o2)cc1	-4	10	i	3	1	-7	9	-5	9
O=C1c2ccccc2C(=O)C1c1ccnc2ccccc12	-10	-14	i	-2	-7	-25	-1	-2	-8
CCN(c1ccccc1)S(=O)(=O)c1ccc(OC)c(NC(=O)CCc2nc3ccccc3c(=O)[nH]2)c1	0	-40	i	0	-1	-5	-6	11	-10
COc1cccc(NC(=O)c2ccc(CN3CCOCC3)cc2)c1	1	-5	i	-2	-5	0	3	-6	10
COCCn1c(=O)[nH]c2cc(C(=O)NCCN3CCN(c4ccccc4F)CC3)ccc2c1=O	0	1	i	2	0	15	-20	1	4
O=C(CSc1nn(-c2ccc(Cl)cc2)c(=S)s1)NCC1CCCO1 (stereo not drawn)	-3	-26	i	-2	-3	8	-1	10	-1
Cc1cc(C)cc(OCC(O)Cn2nc(C)cc2C)c1 (stereo not drawn)	-2	7	i	-4	-3	-3	1	-2	-7
Cc1nc(C(F)(F)F)c(C(=O)N/N=C(\N)c2ccccn2)s1	8	16	i	-1	-4	3	2	-4	-9
Nc1nc(SCC(=O)N2N=C3/C(=C/c4ccco4)CCCC3C2c2ccco2)n[nH]1 (stereo not drawn)	-1	-11	i	-2	-4	-26	21	-17	-5
CCOC(=O)c1[nH]c(C)c(C(=O)OCC(=O)NC(C)c2ccc(F)cc2)c1C (stereo not drawn)	-14	3	i	3	-3	-3	-11	-1	-14
COc1cc(OC)c2c(-c3cccc(-c4ccc(CO)cc4)c3)cc(=O)oc2c1	-2	-16	i	-3	1	-13	-12	16	-4
Cc1ccc(NC(=O)Cn2ncc(Cl)c(Cl)c2=O)cc1S(=O)(=O)N1CCCCC1	0	-32	i	0	-1	-13	-9	14	15
CCn1c(COc2ccccc2C)nnc1SCC(=O)N1CCN(c2ccccc2)CC1	-10	-74	i	-2	-1	6	7	1	6
SMILES	MT1-MMP act inh	PABP1 MLLE inh	Neddylation inh	Rin1 Abl inh	bovine MsrA act	NRP1-CendR mod	SKN-1 block	FAS TE block	eLon inh
CCN(CC(=O)NCc1cccs1)C(=O)c1cc(=O)[nH]c2ccccc12	-1	-14	i	-3	-4	3	29	-8	2
CCOC(=O)/C(C#N)=C/c1c(N2CCN(C)CC2)nc2ccccn2c1=O	-8	2	i	0	-5	-3	-8	-3	16
O=C(c1ccc(-c2ccc([N+](=O)[O-])cc2)o1)N1CCCC(C(F)(F)F)C1 (stereo not drawn)	2	22	i	2	-2	-4	21	31	5
NC(=O)c1ccc(NC(=O)COC(=O)CC2CC3CCC2C3)cc1 (stereo not drawn)	3	-8	i	1	-1	-6	-9	-4	1
CCN(CC)C(=O)c1[nH]cnc1C(=O)NCC(=O)OC(C)(C)C	4	1	i	5	-8	4	1	-8	-3
CCOC(=O)C(=O)Cc1nc(OCc2ccccc2)cc(OCc2ccccc2)n1	-2	-21	i	4	-4	9	-2	23	-1
COc1ccc(S(=O)(=O)N2CCN(CC3CC=CCC3)CC2)cc1 (stereo not drawn)	-1	-6	i	1	-5	-1	-17	11	-4

Pulled by compound from above, two records:
SMILES	MT1-MMP act inh	PABP1 MLLE inh	Neddylation inh	Rin1 Abl inh	bovine MsrA act	NRP1-CendR mod	SKN-1 block	FAS TE block	eLon inh
CCOC(=O)C(=O)Cc1nc(OCc2ccccc2)cc(OCc2ccccc2)n1	-2	-21	i	4	-4	9	-2	23	-1
COc1ccc(S(=O)(=O)N2CCN(CC3CC=CCC3)CC2)cc1 (stereo not drawn)	-1	-6	i	1	-5	-1	-17	11	-4
